# Screening data: PubChem, several laboratories
# GRK2 inh: human GRK2 inhibition via aptamer displacement. P25098. bead flow cytometry, FAM-aptamer displacement from GRK2. inhibition of aptamer binding, % at 10 µM. 330,000 tested, 0.59% active. AID 488847;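 active = inhibition of aptamer binding above 40%, roughly 3 SD of noise, on plates passing a quality check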;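 note: median bead fluorescence of bound FAM aptamer so fluorescent compounds give negative values; no value below 0 was filed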
# MCL1 BIM primary: disrupts human MCL1 binding to BIM-BH3 peptide. Q07820. GST-MCL1 / FITC-Bim-BH3 fluorescence polarization. inhibition, % at 10.9 µM. 320,000 tested, 0.68% active;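 active = inhibition above the mean inhibition of all tested compounds plus 3 SD, set per campaign, cut at about 40% in these data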;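 note: 0% = DMSO wells and 100% = unlabeled Bim-BH3 peptide control; higher means more loss of mP so more displacement of Bim peptide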
# Fam108B inh: counter-screen for RBBP9 inhibitors: inhibitors of mouse Fam108B | recombinant Fam108B, FP-Rh probe fluorescence polarization | inhibition, % at 9.51 µM | 300,000 tested, 0.33% active;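 active = inhibition above the screen mean inhibition plus 3 SD, computed separately per campaign, cut at about 18% in these data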;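 note: inhibitors lower polarization as less probe binds the enzyme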
# MEX-5 binding: C. elegans MEX-5 TCR-2 RNA binding activity. Q9XUB2. MEX-5/FITC-TCR2 RNA binding, fluorescence polarization; active compounds read low. activity score (negative = inhibition of binding), % at 10 µM. 300,000 tested, 0.38% active;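 active = inhibition past about -25% in most replicates, and total fluorescence under double the plate's negative control median, limit read from the data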;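 note: 0% = DMSO and -100% = 5 µM competing unlabeled TCR2 RNA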
# Target sequence (Q9XUB2 whole entry, looked up): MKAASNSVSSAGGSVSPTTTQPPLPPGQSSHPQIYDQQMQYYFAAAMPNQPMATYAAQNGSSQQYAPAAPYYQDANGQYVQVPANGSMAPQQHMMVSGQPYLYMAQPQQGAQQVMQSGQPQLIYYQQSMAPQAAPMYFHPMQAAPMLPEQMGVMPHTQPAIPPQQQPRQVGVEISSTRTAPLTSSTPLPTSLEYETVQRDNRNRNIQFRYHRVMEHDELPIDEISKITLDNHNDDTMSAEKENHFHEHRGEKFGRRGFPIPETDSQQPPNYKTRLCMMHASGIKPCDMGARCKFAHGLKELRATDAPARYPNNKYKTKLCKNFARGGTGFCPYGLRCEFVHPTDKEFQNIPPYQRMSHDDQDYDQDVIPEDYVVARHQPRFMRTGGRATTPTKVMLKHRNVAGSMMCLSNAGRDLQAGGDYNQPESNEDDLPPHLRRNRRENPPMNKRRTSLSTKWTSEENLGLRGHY
# Bcl-xL primary: blocks human Bcl-xL binding to Bim BH3 peptide; Q07817; GST-Bcl-xL / FITC-Bim BH3 peptide fluorescence polarization; inhibition, % at 10.9 µM; 320,000 tested, 0.7% active;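 active = inhibition above the mean of all tested compounds plus 3 SD, cutoff set per campaign, cut at about 30% in these data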;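 note: 0% = DMSO wells and 100% = unlabeled Bim-BH3 peptide competitor; inhibitors lower millipolarization by displacing the labeled peptide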
# Target sequence (Q07817 whole entry, looked up): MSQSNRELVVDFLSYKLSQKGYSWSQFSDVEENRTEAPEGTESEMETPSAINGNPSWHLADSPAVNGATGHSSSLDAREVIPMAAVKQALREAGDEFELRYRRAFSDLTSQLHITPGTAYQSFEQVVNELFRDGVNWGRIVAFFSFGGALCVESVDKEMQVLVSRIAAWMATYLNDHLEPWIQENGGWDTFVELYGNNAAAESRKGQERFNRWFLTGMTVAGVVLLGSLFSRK
# Efflux pump mplx: inhibitors of Candida antifungal efflux pumps expressed in yeast; S. cerevisiae Candida pump triplex, Nile Red efflux; inhibition, % at 10 µM; 330,000 tested, 0.44% active; AID 485275;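 active = plate passing quality check with inhibition over a set limit, or well fluorescence over plate mean plus 4 SD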;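 note: Nile Red retained in pooled yeast measured as flow cytometry median fluorescence; 0% = buffer negative control and 100% = Enniatin B positive control; higher means more Nile Red kept so more efflux inhibition; some compounds called inactive have numbers as strong as hits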
# VLA-4 inh: inhibition in a human VLA-4 binding assay; VLA-4 expressing cells, ligand binding flow cytometry; inhibition, % (about 7 µM as worked out from the volumes in the protocol); 330,000 tested, 0.2% active; AID 2557; in the data active = inhibition above about 50%
# GLD-1 RNA inh: GLD-1-TGE RNA interaction inhibition (C. elegans); purified GLD-1 + fluorescein TGE RNA, fluorescence polarization; inhibition, % at 5.96 µM; 320,000 tested, 0.44% active; AID 2280;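 active = percent inhibition above a per-plate cutoff, the plate mean of test compounds plus 3 SD, cut at about 30% in these data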;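 note: 0% = DMSO wells with GLD-1 and probe and 100% = wells lacking GLD-1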
# PME-1 inh: PME-1 (human) inhibition. 320,000 tested, 0.53% active. Q9Y570. AID 2130. inhibition, % at 5.9 µM. recombinant PME-1, FP-Rh probe fluorescence polarization;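 active = inhibition above the campaign mean of all compounds plus 3 SD, cut at about 26% in these data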;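 note: competitive labeling of PME-1 active site by serine hydrolase directed probe; 0% = PME-1 with DMSO and 100% = wells lacking PME-1 enzyme; inhibitors block probe labeling so polarization falls and inhibition rises; many of its hits are not listed in these tables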
# Target sequence (Q9Y570 whole entry, looked up): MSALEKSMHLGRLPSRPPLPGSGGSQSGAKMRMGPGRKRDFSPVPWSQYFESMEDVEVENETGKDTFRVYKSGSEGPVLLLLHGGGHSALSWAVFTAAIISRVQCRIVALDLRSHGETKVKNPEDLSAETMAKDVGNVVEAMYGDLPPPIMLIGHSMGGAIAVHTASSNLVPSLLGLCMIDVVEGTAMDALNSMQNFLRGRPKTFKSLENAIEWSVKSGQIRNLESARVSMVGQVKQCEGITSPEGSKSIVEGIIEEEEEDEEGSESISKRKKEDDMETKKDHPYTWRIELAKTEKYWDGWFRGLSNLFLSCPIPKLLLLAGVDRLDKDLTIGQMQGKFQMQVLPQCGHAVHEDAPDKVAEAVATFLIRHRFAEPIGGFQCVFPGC
# * marks the source's active call; other numbers are inactive results; / = not tested or not shown.
SMILES,GRK2 inh,MCL1 BIM primary,Fam108B inh,MEX-5 binding,Bcl-xL primary,Efflux pump mplx,VLA-4 inh,GLD-1 RNA inh,PME-1 inh
CCC(C)c1ccc(S(=O)(=O)N2CCN(C(C)C(=O)NC3CCCC3)CC2)cc1 (stereo not drawn),3,11,/,/,4,-0.1,-5,4,2
CCCn1c(Cc2ccccc2)n[nH]c1=S,3,-3,-3,1.8,-14,0.0,-9,1,2
COc1ccc(NC(=O)CN(C)CC(=O)Nc2cccc(F)c2)cc1Cl,2,-3,1,2.4,4,0.1,-12,4,-2
CSCCC(NC(=O)/C(=C/c1ccc2c(c1)OCO2)NC(=O)c1cccc([N+](=O)[O-])c1)C(=O)O (stereo not drawn),0,7,0,-3.0,4,-0.1,-8,4,-2
COc1cc(C(=O)N(c2ccc(C)c(C)c2)C2C=CS(=O)(=O)C2)cc(OC)c1OC (stereo not drawn),2,6,-4,-0.8,4,0.0,8,4,-1
OCC1(Cc2ccc(F)cc2F)CCCN(CCCc2ccccc2)C1 (stereo not drawn),1,5,-5,1.2,2,-0.2,-4,7,2
COc1ccc2[nH]c3c(C)c4ccncc4c(C)c3c2c1,0,9,6,-0.1,7,2.8*,-257,-2,21
CCOc1ccc(S(=O)(=O)N2CCN(C(=O)c3cc4c(s3)CCCC4)CC2)cc1,2,0,0,0.9,-3,-0.6,-9,2,3
c1ccc(-c2nc3ccccc3[nH]2)cc1,3,4,5,-0.3,2,-0.1,7,3,-3
CC(=O)c1c(C)nc(-c2ccccc2)nc1NC(=O)C(C)C,1,-1,-5,0.2,-2,0.1,-11,1,7
CC(=O)c1cccc(NC(=O)c2cc(-c3ccco3)on2)c1,2,4,-6,3.3,5,0.0,-4,-4,1
CNc1snc(C)c1C(=O)OC(C)C(=O)Nc1cccc(C)c1 (stereo not drawn),0,/,/,/,/,0.2,7,-1,/
Cc1cccc(Nc2nc(NCCO)nc(N3CCCC3)n2)c1,0,-7,3,0.9,-1,0.0,1,3,3
COc1cccc(-c2cc(C(=O)N3CCCCCC3)no2)c1,0,1,0,-2.3,3,0.0,10,3,3
Cc1nn2c(COc3ccc(NC(=O)c4ccccc4Cl)cc3)nnc2c2ccccc12,0,-4,-2,1.3,0,-0.8,4,1,-4
O=C1NC(=O)C(Cc2cccc(Oc3ccccc3)c2)S1 (stereo not drawn),5,7,7,0.3,3,-0.4,1,-2,-1
Cc1ccc(/C=N/Nc2cn[nH]c(=O)n2)o1,0,3,-1,-5.3,1,0.0,27,9,1
Cc1cc(C)c(C#N)c(SCC2COc3ccccc3O2)n1 (stereo not drawn),2,-1,-11,-0.3,0,0.3,-3,-1,-5
CC(=O)c1c(C)nc2nonc2c1N,0,-2,-2,0.0,4,0.1,4,0,7
O=c1c2ccccc2oc2cc(OCc3ccc(F)cc3)cc(O)c12,2,/,/,-3.0,/,-0.1,17,/,/
Cn1ccnc1SCC(=O)N1CCc2ccccc21,0,2,3,-3.1,4,-0.1,5,4,-2
CC(C)N1CCN(Cc2ccc3c(c2)Cc2ccccc2-3)CC1CCO (stereo not drawn),0,-3,0,2.5,-2,0.1,-8,0,-1
Cc1cc(C(C)(C)C)cc(C)c1S(=O)(=O)N1CCN(C(=O)c2cc([N+](=O)[O-])c[nH]c2=O)CC1,0,5,-2,1.5,2,0.0,7,1,0
Oc1ccccc1-c1cc(C(F)(F)F)nc(-c2ccccc2)n1,0,0,-3,0.1,5,0.2,5,6,-5
CCn1c(SCC(=O)N/N=C/C=C\c2ccccc2[N+](=O)[O-])nc2ccccc21,15,-1,0,-0.1,-3,0.0,6,-4,2
O=C(CCN1CCCCC1)N/N=C/c1c[nH]c2ccccc12,0,3,0,0.7,1,-0.1,2,1,4
N#C/C(=C/c1ccc(CNS(=O)(=O)c2ccccc2)o1)C(N)=O,0,6,4,1.9,4,-0.3,7,5,2
Cc1cc(C)c(C)c(OCCCCn2cnc3ccccc3c2=O)c1,2,-2,6,-0.9,-2,0.0,16,2,2
COc1ccc(-c2nc(CSCC(=O)N3CCc4ccccc43)c(C)o2)cc1OC,0,3,2,-2.0,4,-0.2,-10,0,6
Cc1ccc(N(CC(=O)NC(C)c2ccccc2)S(=O)(=O)c2c(C)noc2C)cc1 (stereo not drawn),0,-1,-2,2.0,5,-0.2,-5,3,0
O=C(C1CCCCC1)N1CCC(c2nc3c(nnn3Cc3c(F)cccc3Cl)c(=O)[nH]2)CC1,0,3,-4,0.6,9,-0.1,-10,-1,-1
CCN(CC)C(=O)Cn1cnc2sc(C(=O)N3CCN(c4ccc(F)cc4)CC3)c(C)c2c1=O,2,-5,2,0.1,7,0.5,22,0,3
C/C(=N\NC(=O)c1ccc(C)cc1C)c1ccc2c(c1)Nc1ccccc1S2,0,-6,-1,2.4,8,-0.3,-26,-1,11
CC1CC(C)CN(C(=O)C(C)N2CCN(S(=O)(=O)c3ccc(Br)s3)CC2)C1 (stereo not drawn),1,/,/,/,/,-0.1,-19,-1,/
Cc1cc(OC(C)C(=O)N(Cc2ccco2)C2CCS(=O)(=O)C2)cc(C)c1Cl (stereo not drawn),1,6,-2,-1.0,4,-0.2,5,2,4
Cn1cc(C(=O)c2ccc(Cl)cc2Cl)cc1C(=O)O,0,1,3,-2.3,2,0.0,-1,3,-4
CC(C)[C@H](NC(=O)c1ccco1)C(=O)OCC(=O)c1ccc(Br)s1,0,/,/,/,/,-0.1,-2,-3,/
Cc1ccc(S(=O)(=O)Cc2csc(N)n2)cc1,2,4,-3,-3.5,6,-0.1,9,3,-4
O=C(CN1CCOCC1)Nc1ccccc1,0,4,4,1.9,5,-0.1,-5,-2,-1
COc1ccccc1CNC(=O)CCCn1c(=O)c2ccccc2n(CC(=O)NC2CCCC2)c1=O,1,-4,1,1.5,2,-0.1,18,0,-2
CC1CCC(NC(=O)CNC(=O)c2ccc3ccccc3c2)CC1 (stereo not drawn),0,-9,-3,-1.3,1,0.0,-10,3,-14
O=C(CCCC(=O)OCC(Cl)=C(Cl)Cl)Nc1ccc(F)cc1,0,-4,7,-2.1,-2,0.0,3,2,-1
CC(=O)N1c2ccc(S(=O)(=O)N3CCCC(C(=O)Nc4cccc(Cl)c4)C3)cc2CC1C (stereo not drawn),3,9,-6,-0.3,8,0.1,7,1,-4
O=C(Cc1ccccc1)c1ccccc1C(=O)N1CCCCC1,0,-5,-8,0.5,-1,0.0,-9,2,-2
N#Cc1ccc(C(=O)OCC(=O)NC2CCCC2)cc1,0,6,1,-1.4,4,-0.1,-8,-2,-2
N#CCC(=O)Nc1ccc(C(=O)OCC(=O)NCc2ccc3c(c2)OCO3)cc1,0,-11,/,/,-6,-0.1,13,0,-4
Cc1cs/c(=N\N=C\c2cccc([N+](=O)[O-])c2)n1Cc1ccco1,1,-3,-2,/,-1,-0.2,10,-2,-4
CC(C)n1c(O)c(N=NC(=O)Cc2csc(N3CCOCC3)n2)c2ccccc21,3,3,0,0.8,-2,-0.2,-2,9,4
O=C(CCN1C(=O)S/C(=C\c2ccc(F)cc2)C1=O)Nc1ccc(C(=O)O)c(O)c1,3,4,1,-8.1,12,0.7,0,-1,-2
c1ccc(CCCN2CCOCC2)cc1,2,/,/,-0.4,/,0.0,8,/,/
CC1CCCC(C)N1C(=O)CSc1nnc(-c2ccco2)n1C (stereo not drawn),0,5,/,/,1,0.1,-22,6,-4
COc1cccc(Cn2cccc(NC(=O)Nc3ccccc3C)c2=O)c1,1,4,1,-4.8,4,0.0,3,11,3
Cc1ccc(NC(=S)C2=C(O)c3ccccc3N(C)S2(=O)=O)cc1,0,16,0,-1.5,0,-0.1,-1,1,-1
O=C(CNS(=O)(=O)N1CCOCC1)N/N=C/c1cccnc1,3,10,0,-0.9,6,0.0,7,2,-1
O=C(NCC(=O)N(CC1CCCO1)C(C(=O)NC1CCCCC1)c1ccc(F)cc1)c1ccco1 (stereo not drawn),0,-4,3,4.0,-6,0.1,-3,3,-1
COc1ccc(N2CC(C(=O)N[C@@H](C)C(=O)N[C@H](CO)c3ccccc3)CC2=O)cc1 (stereo partly drawn),0,0,3,1.1,2,0.3,6,-1,2
COc1cc(/C=C(\C#N)c2nc3ccccc3n2C)cc(OC)c1O,0,-21,0,13,-8,1.0*,-1,-64,-10
O=S(NCc1ccco1)C12CC3CC(CC(C3)C1)C2 (stereo not drawn),0,21,0,-0.3,14,0.0,11,1,0
Cc1ccnc(NC(=O)CCc2c[nH]c3ccccc23)c1,0,5,1,-0.7,0,0.0,-13,4,7
CCc1ccc(NS(=O)(=O)c2cc(OC)ccc2OC)cc1,0,3,-1,1.2,3,0.0,7,1,1

# Two entries from above, with each value named.
Cc1cs/c(=N\N=C\c2cccc([N+](=O)[O-])c2)n1Cc1ccco1
  GRK2 inh: 1 | MCL1 BIM primary: -3 | Fam108B inh: -2 | MEX-5 binding: / | Bcl-xL primary: -1 | Efflux pump mplx: -0.2 | VLA-4 inh: 10 | GLD-1 RNA inh: -2 | PME-1 inh: -4
CC(C)n1c(O)c(N=NC(=O)Cc2csc(N3CCOCC3)n2)c2ccccc21
  GRK2 inh: 3 | MCL1 BIM primary: 3 | Fam108B inh: 0 | MEX-5 binding: 0.8 | Bcl-xL primary: -2 | Efflux pump mplx: -0.2 | VLA-4 inh: -2 | GLD-1 RNA inh: 9 | PME-1 inh: 4

# New compounds follow:
SMILES,GRK2 inh,MCL1 BIM primary,Fam108B inh,MEX-5 binding,Bcl-xL primary,Efflux pump mplx,VLA-4 inh,GLD-1 RNA inh,PME-1 inh
O=C(CNC(=S)N(Cc1ccccc1)Cc1cccnc1)N1CCOCC1,0,10,-2,-4.4,5,0.1,7,3,7
N#CCCn1cc(/C=N/NC(N)=S)c(-c2ccc(-c3ccccc3)cc2)n1,0,-4,-10,2.2,-3,0.3,0,0,-4
CC(=O)c1ccc(NC(=O)c2cccc(NC(=O)c3ccccc3)c2)cc1,0,-17,-24,-1.0,-9,0.0,0,-2,-34
CC(C)(C)CC(=O)NCCCN1CCOCC1,1,-12,-5,-0.8,-8,0.6,-6,-5,-6
COc1ccc(C(=O)NCCCCCC(=O)O)cc1OC,1,0,3,-0.1,-3,0.0,10,1,-2
Cc1ccc(C2C(C#N)=C(N)Oc3n[nH]c(-c4ccccc4)c32)o1 (stereo not drawn),0,1,5,-0.1,7,0.2,-46,15,-1
O=C(COC(=O)Cc1ccsc1)NCc1ccccc1,1,9,0,4.4,3,0.7,18,6,1
COCCn1c(SCC(=O)Nc2cc(C)on2)nc2cc(Cl)ccc2c1=O,3,5,/,/,-1,0.0,4,4,-6
O=C(Cn1cnc2ccccc21)N/N=C/c1ccccc1,0,4,1,-0.3,7,0.0,-4,-8,-3
S=c1[nH]ncn1/N=C/c1ccccn1,0,-6,-3,1.1,-12,-0.1,24,9,-1
Cc1cccc(C)c1NC(=S)NCCCN1CCCC1=O,3,7,-7,-1.1,3,0.1,5,1,-5
Cc1cccc(/N=C2/NC(=O)C(Cc3ccccc3)S2)n1 (stereo not drawn),0,4,-4,/,-1,0.3,-9,0,2
CC(=O)NS(=O)(=O)c1ccc(NC(=O)CSc2ccc(Cl)cc2)cc1,1,4,1,3.0,2,-0.1,-1,0,0
CCC(=O)[C@@]1(C)[C@H](C)C[C@H]2[C@@H]3CCC4=CC(=O)C=C[C@]4(C)[C@H]3[C@@H](O)C[C@@]21C,2,-2,-5,/,-5,0.0,37,3,1
Cc1ccc(S(=O)(=O)N2CCOCC2)cc1C(=O)Nc1nc(-c2ccccn2)cs1,3,/,/,/,/,-0.1,3,6,/
O=C(NCc1ccccc1)c1sc(=S)n2c1[nH]c(=O)c1ccccc12,3,15,40*,-0.2,9,-0.1,3,12,11

# An excerpt; count on the stated rates, not on these rows.
